USP28 inh = inhibitors of human USP28 deubiquitinase | purified USP28, Ub-rhodamine cleavage fluorescence, 30 min | AID 1645857, 2021 | Ubiquitin carboxyl-terminal hydrolase 28 (Homo sapiens), Q96RU2 | inhibition, % at 25 µM | 3% of 47,000 active
USP8 block = inhibitors of human USP8 deubiquitinase. inhibition, % at 20 µM. 4.2% of 47,000 active. purified USP8, Ub-rhodamine cleavage fluorescence, 30 min. AID 1645853, 2021. Ubiquitin carboxyl-terminal hydrolase 8 (Homo sapiens), P40818
OTUD3 block = inhibitors of human OTUD3 deubiquitinase | purified OTUD3, Ub-rhodamine fluorescence, 2 h | inhibition, % at 25 µM | 0.7% of 47,000 active | AID 1645858, 2021
USP7 block = inhibitors of human USP7 deubiquitinase | purified USP7, Ub-rhodamine cleavage fluorescence | inhibition, % at 20 µM | 0.3% of 47,000 active | AID 1645854, 2021
USP10 block = inhibitors of human USP10 deubiquitinase. purified USP10, Ub-rhodamine fluorescence, 60 min. inhibition, % at 20 µM. 1.1% of 47,000 active. AID 1645856, 2021
USP30 block = inhibitors of human USP30 deubiquitinase; purified USP30, Ub-rhodamine cleavage fluorescence; inhibition, % at 25 µM; AID 1645860, 2021; 5.3% of 47,000 active
Target sequence (Q70CQ3 whole entry, looked up): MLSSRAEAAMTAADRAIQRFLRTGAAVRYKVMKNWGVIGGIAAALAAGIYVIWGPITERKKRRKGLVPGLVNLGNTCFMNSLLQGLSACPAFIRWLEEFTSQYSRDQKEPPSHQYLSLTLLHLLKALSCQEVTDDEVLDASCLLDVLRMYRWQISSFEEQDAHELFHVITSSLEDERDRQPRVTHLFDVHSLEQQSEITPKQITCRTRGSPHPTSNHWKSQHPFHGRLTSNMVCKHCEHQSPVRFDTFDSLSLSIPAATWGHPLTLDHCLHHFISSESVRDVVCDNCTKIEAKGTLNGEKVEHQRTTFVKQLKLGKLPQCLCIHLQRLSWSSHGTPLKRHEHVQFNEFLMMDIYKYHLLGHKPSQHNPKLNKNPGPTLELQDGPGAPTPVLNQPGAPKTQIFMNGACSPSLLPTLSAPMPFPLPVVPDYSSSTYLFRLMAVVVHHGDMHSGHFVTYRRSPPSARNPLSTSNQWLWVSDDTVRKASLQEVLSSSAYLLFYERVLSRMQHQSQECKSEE
USP17 block = inhibitors of human USP17 deubiquitinase | purified USP17, Ub-rhodamine cleavage fluorescence, 3 h | Ubiquitin carboxyl-terminal hydrolase 17-like protein 5 (Homo sapiens), A8MUK1 | AID 1645855, 2021 | inhibition, % at 50 µM | 6.5% of 47,000 active
UCHL1 block = inhibitors of human UCHL1 deubiquitinase; purified UCHL1, Ub-rhodamine cleavage fluorescence; inhibition, % at 20 µM; 0.2% of 47,000 active
Target sequence (P09936 whole entry, looked up): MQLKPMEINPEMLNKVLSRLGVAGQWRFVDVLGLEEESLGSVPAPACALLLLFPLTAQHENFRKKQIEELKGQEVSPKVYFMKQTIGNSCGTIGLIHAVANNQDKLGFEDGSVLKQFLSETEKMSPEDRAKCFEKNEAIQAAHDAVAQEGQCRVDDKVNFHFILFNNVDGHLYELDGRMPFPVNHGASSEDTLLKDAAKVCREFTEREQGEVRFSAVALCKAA
Active calls of the source: *; · = not tested or not shown. No stated cut-off is given here; in the data, active means inhibition above about 30%; inactive means the rest.

Second line of a record: USP28 inh	USP8 block	OTUD3 block	USP7 block	USP10 block	USP30 block	USP17 block	UCHL1 block
> C[C@]12CN(Cc3n[nH]nc3-c3ccccc3)C[C@H]1NC(=O)c1ccccc1C2=O
→ 0	-2	0	4	-1	-3	-3	-1
> Cc1cccc(C(=O)N2CCC(n3cnnc3-c3ccccc3)CC2)c1
→ 14	3	4	2	1	28	5	2
> COc1ccc(C2CC(=O)c3cnc(N4CCc5ccccc5C4)nc3C2)cc1OC (stereo not given)
→ 8	14	13	1	-4	-4	2	2
> O=S(=O)(c1ccc2c(c1)OCCO2)N1CCC(N2CCCCC2)CC1
→ -19	2	-9	-4	-6	-19	4	-3
> COc1cccc2cc(C(=O)Nc3nc(-c4ccncc4)cs3)oc12
→ 15	49*	32*	49*	48*	31*	31*	11
> COc1ccc2c(C)c(CC(=O)N3CCC[C@H]3C(=O)O)c(=O)oc2c1OC
→ 14	15	13	5	1	30	12	1
> Cc1c(C(=O)O)nnn1-c1cccc2c1CCN(Cc1ccccc1)C2
→ 4	-1	-3	0	1	7	4	1
> Cc1[nH]ncc1CN1CCOCC(Cc2cc(=O)[nH]cn2)C1 (stereo not given)
→ -14	-38	-4	-1	-1	-21	-12	0
> COc1ccc(CC(=O)Nc2ccc(Cl)c(N3CCCS3(=O)=O)c2)cc1
→ -9	0	-12	-2	-2	-14	-7	0
> Cc1ccc(NC(=O)CC2C(=O)N(Cc3cccnc3)c3nc4ccccc4n32)cc1 (stereo not given)
→ -12	0	-5	-10	0	-3	-10	2
> C[C@@H]1C(=O)OC[C@H]2C(C(=O)O)=C[C@@H]3CC(C)(C)C[C@]312
→ 0	-20	-1	1	-8	-33	-18	-5
> CCn1nnc2c(SCC(=O)N(C)c3ccccc3)ncnc21
→ ·	-2	-1	·	-3	·	-2	-1
> CCc1nnc2c(NC(=O)Cc3ccc(OC)c(Cl)c3)cccn12
→ 47*	1	3	-1	-2	-33	-6	-3
> COC(=O)c1cc(NC(=O)COc2ccccc2F)ccc1N1CCOCC1
→ -1	2	0	3	0	13	2	1
> O=C(NCc1ccco1)N1CCC(c2nc(-c3ccccc3)no2)C1 (stereo not given)
→ 0	2	11	-48	-3	-63	6	10
> CC(C)(C)OC(=O)N1CCC(CC2(C(N)=O)CCCN2)CC1 (stereo not given)
→ 11	14	12	7	-2	14	5	1
> CCCCC(CC)CNC(=O)CCC(=O)NCc1ccc(C)o1 (stereo not given)
→ -4	-8	-1	0	-4	-7	-7	1
> Cc1ccc(-c2cc(C3CCN(C(=O)c4ccoc4)CC3)[nH]n2)cc1
→ 8	-1	9	-26	1	4	0	4
> Cc1nccc(C2CN(C(=O)CCn3cnc4ccccc43)CCO2)n1 (stereo not given)
→ 5	17	13	5	3	16	5	4
> Cc1cc(C)cc(Oc2nc3cc(C)nn3c3ccccc23)c1
→ -5	9	-3	-2	0	15	-5	-3
> CCc1ccc(C(=O)c2c(N)c(C(N)=O)c3ccccn23)cc1
→ -27	-30	-29	-2	-2	-118	-57	-5
> O=C(NC1CC(=O)N(c2ccc3c(c2)OCCO3)C1)c1ccc2c(c1)OCO2 (stereo not given)
→ 7	-1	13	2	0	15	8	0
> CCNc1cc(C)nc(N2CCN(C(=O)c3cccc4ccccc34)CC2)n1
→ 7	6	4	0	0	3	0	3
> CC(C)Cc1ccc(-c2cc(-c3ccc(C(F)(F)F)cc3)c(C#N)c(=O)[nH]2)cc1
→ 0	12	0	35*	64*	15	16	-2
> Cc1ccccc1C(=O)Nc1ccc([C@H]2OCC(=O)N(C)[C@@H]2CO)cc1
→ -6	1	-4	2	0	26	11	0
> O=C(COc1ccccc1)N(c1cccc(Cl)c1)c1nc2ccccc2s1
→ -14	-1	0	-5	6	-23	-16	0
> COc1cccc(CNC(=O)c2ccc3c(c2)NC(=O)C2CCCN32)c1OC (stereo not given)
→ -10	70*	-20	-2	-3	-32	54*	-1
> CC(C)C(=O)N1CCC2(CC1)OC(C(=O)Nc1ccncc1)Cn1ccnc12 (stereo not given)
→ 2	-32	6	4	-2	-5	-6	-1
> Cc1c(S(=O)(=O)Nc2ccc(F)cc2)cc(C(=O)N2CCCC2)n1C
→ 2	15	0	2	-1	11	1	3
> COc1ccc(Cn2nccc2NC(=O)COc2ccc(Br)cc2)cc1
→ -11	2	0	-3	2	7	0	1
> Cc1ccccc1CNS(=O)(=O)c1c[nH]c2ncccc12
→ -1	8	-8	1	-3	-2	0	-3
> COc1ccc(N2CC(C(=O)NCc3cccnc3)CC2=O)cc1Cl (stereo not given)
→ -11	-1	-3	0	0	-6	-1	0
> Cc1cc(CC2CCN(C(=O)c3c(C(C)C)noc3C)CC2)ccn1
→ -6	-6	-6	1	-1	-16	0	-1
> O=C(c1ccccn1)N1Cc2ccnn2CC(COCC2CC2)C1 (stereo not given)
→ 8	-98	21	4	1	13	-2	3
> Cc1cc(C(=O)Nc2ccccc2Cl)cc2c1N(C)S(=O)(=O)c1ccccc1-2
→ 12	9	4	9	10	23	6	6
> Cc1cc(C)cc(C(=O)N2CCCN(C)c3nc4ccccc4nc32)c1
→ -12	-5	-22	0	-8	-84	-12	0
> O=C(CCc1nnc2ccc(N3CCCC3)nn12)NCc1ccco1
→ -6	8	0	-4	0	-9	-2	-4
> CCc1nnc2ccc(C(=O)N3CCN(Cc4ccccc4)CC3)cn12
→ -41	-23	-31	-7	-6	-113	-31	-9
> COc1ccc(-c2cc3nc([C@H](C)NC(=O)Cc4ccccc4C)nn3cn2)cc1
→ 20	94*	47*	32*	36*	27	61*	4
> CCN1C(=O)COc2cc(-c3noc(C(=O)N4CCN(C)CC4)n3)ccc21
→ -1	4	8	-5	2	-1	-1	-1

The last two records of the section before are carried over, then new ones follow.
Second line of a record: USP28 inh	USP8 block	OTUD3 block	USP7 block	USP10 block	USP30 block	USP17 block	UCHL1 block
> COc1ccc(-c2cc3nc([C@H](C)NC(=O)Cc4ccccc4C)nn3cn2)cc1
→ 20	94*	47*	32*	36*	27	61*	4
> CCN1C(=O)COc2cc(-c3noc(C(=O)N4CCN(C)CC4)n3)ccc21
→ -1	4	8	-5	2	-1	-1	-1
> CCOc1ccc(NC(=O)N2CCCC(CN3CCc4ccccc4C3)C2)cc1 (stereo not given)
→ 9	6	1	0	1	7	-3	1
> COc1ccc(NC(=O)N2CCC(c3nc(C(=O)N(C)C)c(C)o3)CC2)cc1
→ -7	-11	-3	0	-2	-9	-3	-2
> O=C(NC1CCCCCC1)c1cc2ccncc2[nH]1
→ -3	1	-12	-2	-6	-41	-17	-4
> Cc1cc(C)cc(NC(=O)C2CCCN(S(=O)(=O)c3c(C)noc3C)C2)c1 (stereo not given)
→ 0	-1	0	1	2	0	5	-3
> CC(=O)N[C@@]12CCN(CC(=O)Nc3cccc(F)c3C)C[C@@H]1CN(C(C)=O)C2
→ -2	-10	1	0	-7	-15	-10	-3
> Cn1nc(C(=O)Nc2cccc(F)c2)c(=O)c2ccccc21
→ 21	3	17	-2	5	37*	45*	0
> COc1cccc(NC(=O)CN2CN(c3ccccc3)c3ncccc3S2(=O)=O)c1
→ -5	-224	-1	1	-6	-21	-33	0
> COc1ccc(-c2cc(C(=O)N3CCC(Cc4ccccc4)CC3)c3cc(Br)ccc3n2)cc1
→ -13	-64	-8	2	-2	-34	-5	-3
> CC(C)(C)c1ccc(C(=O)Nc2ccc(O)cc2C(=O)O)cc1
→ 1	14	10	5	5	23	28	2
> CC1(c2nc(-c3ccc(S(C)(=O)=O)cc3)no2)CCOCC1
→ 9	9	6	2	4	19	10	1
> CC(=O)N1CCCC1c1ccnc(Nc2cc(C(F)(F)F)ccn2)n1 (stereo not given)
→ -10	-1	-3	-9	-4	-26	-1	-4
> Cc1ccc(Cl)cc1-n1ncc2c(NCc3ccco3)ncnc21
→ -1	-39	-7	-10	-1	-62	-29	0
> CC(Oc1cccc(Cl)c1)C(=O)NCc1noc(C2CCCCC2)n1 (stereo not given)
→ 1	-17	-3	-63	-1	-14	·	0
> Cc1cccc(NC(=O)Cn2cccc(S(=O)(=O)N3CCCCCC3)c2=O)c1C
→ -50	-8	-25	-108	-3	-6	-130	2
> O=C(c1ccc2onc(-c3csc(-c4cccnc4)n3)c2c1)N1CCOCC1
→ 7	-131	7	4	-3	13	-19	2
> CC(C)N1CCN(C(=O)c2cn3ccnc(-c4ccccc4)c3n2)CC1
→ 4	-4	1	2	0	15	0	-1

Copied from the listing (16 entries):
Second line of a record: USP28 inh	USP8 block	OTUD3 block	USP7 block	USP10 block	USP30 block	USP17 block	UCHL1 block
> CCN1C(=O)COc2cc(-c3noc(C(=O)N4CCN(C)CC4)n3)ccc21
→ -1	4	8	-5	2	-1	-1	-1
> CCOc1ccc(NC(=O)N2CCCC(CN3CCc4ccccc4C3)C2)cc1 (stereo not given)
→ 9	6	1	0	1	7	-3	1
> COc1ccc(NC(=O)N2CCC(c3nc(C(=O)N(C)C)c(C)o3)CC2)cc1
→ -7	-11	-3	0	-2	-9	-3	-2
> O=C(NC1CCCCCC1)c1cc2ccncc2[nH]1
→ -3	1	-12	-2	-6	-41	-17	-4
> Cc1cc(C)cc(NC(=O)C2CCCN(S(=O)(=O)c3c(C)noc3C)C2)c1 (stereo not given)
→ 0	-1	0	1	2	0	5	-3
> CC(=O)N[C@@]12CCN(CC(=O)Nc3cccc(F)c3C)C[C@@H]1CN(C(C)=O)C2
→ -2	-10	1	0	-7	-15	-10	-3
> Cn1nc(C(=O)Nc2cccc(F)c2)c(=O)c2ccccc21
→ 21	3	17	-2	5	37*	45*	0
> COc1cccc(NC(=O)CN2CN(c3ccccc3)c3ncccc3S2(=O)=O)c1
→ -5	-224	-1	1	-6	-21	-33	0
> COc1ccc(-c2cc(C(=O)N3CCC(Cc4ccccc4)CC3)c3cc(Br)ccc3n2)cc1
→ -13	-64	-8	2	-2	-34	-5	-3
> CC(C)(C)c1ccc(C(=O)Nc2ccc(O)cc2C(=O)O)cc1
→ 1	14	10	5	5	23	28	2
> CC1(c2nc(-c3ccc(S(C)(=O)=O)cc3)no2)CCOCC1
→ 9	9	6	2	4	19	10	1
> CC(=O)N1CCCC1c1ccnc(Nc2cc(C(F)(F)F)ccn2)n1 (stereo not given)
→ -10	-1	-3	-9	-4	-26	-1	-4
> Cc1ccc(Cl)cc1-n1ncc2c(NCc3ccco3)ncnc21
→ -1	-39	-7	-10	-1	-62	-29	0
> CC(Oc1cccc(Cl)c1)C(=O)NCc1noc(C2CCCCC2)n1 (stereo not given)
→ 1	-17	-3	-63	-1	-14	·	0
> Cc1cccc(NC(=O)Cn2cccc(S(=O)(=O)N3CCCCCC3)c2=O)c1C
→ -50	-8	-25	-108	-3	-6	-130	2
> O=C(c1ccc2onc(-c3csc(-c4cccnc4)n3)c2c1)N1CCOCC1
→ 7	-131	7	4	-3	13	-19	2

Bioassay records (PubChem)
